Screening data: PubChem BioAssay, The Scripps Research Institute Molecular Screening Center
EBNA-1 inhibitor: EBNA-1 DNA-binding inhibitors, primary screen, biochemical, fluorescence polarization; inhibition, % at 14.8 µM; 300,000 tested, 0.34% active; in the data active = inhibition above about 28%
LYPLA2 counter: LYPLA2 inhibitors, primary screen, counter-screen for PME1 inhibitor project, biochemical, fluorescence polarization, FP-Rh probe ABPP; recombinant LYPLA2; inhibition, % at 5.9 µM; 320,000 tested, 0.38% active;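 active = inhibition above the screen-wide mean plus 3 SD, limit set per campaign, cut at about 26% in these data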;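 also: 0% = LYPLA2 with DMSO and 100% = wells lacking LYPLA2 enzyme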
PREPL inh: PREPL enzyme inhibitors, primary screen, biochemical, fluorescence polarization; Prolyl endopeptidase-like (Homo sapiens), Q4J6C6; recombinant PREPL, fluorescence polarization activity-based probe; inhibition, % at 5.96 µM; 320,000 tested, 0.68% active; in the data active = inhibition above about 43%;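 also: 0% = enzyme with DMSO and 100% = wells lacking enzyme; many of its hits are not listed in these tables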
Target sequence (Q4J6C6 whole entry, looked up): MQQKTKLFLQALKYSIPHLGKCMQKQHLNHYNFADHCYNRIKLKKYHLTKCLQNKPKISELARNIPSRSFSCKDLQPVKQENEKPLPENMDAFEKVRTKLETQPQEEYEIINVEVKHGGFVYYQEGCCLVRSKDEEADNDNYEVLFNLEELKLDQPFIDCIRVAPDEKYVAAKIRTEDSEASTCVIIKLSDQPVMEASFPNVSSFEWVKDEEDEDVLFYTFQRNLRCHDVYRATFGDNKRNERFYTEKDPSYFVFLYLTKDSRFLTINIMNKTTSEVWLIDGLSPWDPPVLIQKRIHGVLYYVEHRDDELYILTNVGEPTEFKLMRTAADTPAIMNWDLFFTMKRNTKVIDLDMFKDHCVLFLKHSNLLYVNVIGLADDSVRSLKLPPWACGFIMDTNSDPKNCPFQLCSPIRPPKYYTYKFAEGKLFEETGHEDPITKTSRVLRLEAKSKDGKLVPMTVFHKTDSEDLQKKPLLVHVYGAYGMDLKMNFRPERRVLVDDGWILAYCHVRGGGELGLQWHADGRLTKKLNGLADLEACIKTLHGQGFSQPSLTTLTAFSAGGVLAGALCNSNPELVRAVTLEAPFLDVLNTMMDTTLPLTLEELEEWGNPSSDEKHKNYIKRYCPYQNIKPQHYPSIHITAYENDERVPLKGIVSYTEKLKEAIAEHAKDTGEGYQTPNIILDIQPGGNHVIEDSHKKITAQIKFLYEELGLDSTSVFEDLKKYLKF
PAFAH1B3 inh: PAFAH1B3 enzyme inhibitors, primary screen, biochemical, fluorescence polarization, human; Platelet-activating factor acetylhydrolase IB subunit alpha1 (Homo sapiens), Q15102; recombinant PAFAH1B3, FP-rhodamine probe; inhibition, % at 3.39 µM; 340,000 tested, 0.28% active;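 active = inhibition above the screen-wide average of all tested compounds plus 3 SD, cut at about 25% in these data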;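 also: 0% = enzyme with DMSO only and 100% = wells lacking PAFAH1B3 protein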
Target sequence (Q15102 whole entry, looked up): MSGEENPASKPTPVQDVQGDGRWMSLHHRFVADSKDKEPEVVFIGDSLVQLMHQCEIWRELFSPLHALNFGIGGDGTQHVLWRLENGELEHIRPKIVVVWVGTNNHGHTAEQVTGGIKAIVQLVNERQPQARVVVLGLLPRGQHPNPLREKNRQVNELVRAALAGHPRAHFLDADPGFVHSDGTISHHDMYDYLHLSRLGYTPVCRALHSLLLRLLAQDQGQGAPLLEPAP
ZTA counter: counter-screen for EBNA-1 inhibitors: inhibitors of Epstein-Barr virus ZTA; P03206; 320,000 tested, 0.15% active; ZTA-DNA binding, fluorescence polarization; inhibition, % at 11 µM; in the data active = inhibition above about 33%
pPAFAH FP inh: pPAFAH enzyme inhibitors, primary screen, biochemical, fluorescence polarization, human; Platelet-activating factor acetylhydrolase (Homo sapiens), Q13093; recombinant pPAFAH, FP-rhodamine probe fluorescence polarization; inhibition, % at 3.39 µM; 330,000 tested, 1.5% active; AID 463082, 2010;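 active = inhibition above the mean inhibition across the screen plus 3 SD, cut at about 25% in these data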;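 also: inhibitors block binding of the rhodamine activity-based probe so polarization drops; 0% = enzyme with DMSO and 100% = wells lacking pPAFAH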
PAFAH1B2 FP inh: PAFAH1B2 enzyme inhibitors, primary screen, biochemical, fluorescence polarization, human; Platelet-activating factor acetylhydrolase IB subunit alpha2 (Homo sapiens), P68402; recombinant PAFAH1B2, FP-rhodamine activity probe; inhibition, % at 3.39 µM; 340,000 tested, 1.2% active; AID 492953, 2010;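 active = inhibition above the mean of all tested compounds plus 3 SD, cut at about 24% in these data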;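 also: 0% = enzyme with DMSO and 100% = wells lacking PAFAH1B2; many of its hits are not listed in these tables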
PAFAH2 FP inh: PAFAH2 enzyme inhibitors, primary screen, biochemical, fluorescence polarization, human. AID 492956, 2010. 340,000 tested, 0.99% active. recombinant PAFAH2, FP-rhodamine activity probe. Platelet-activating factor acetylhydrolase 2, cytoplasmic (Homo sapiens), Q99487. inhibition, % at 3.39 µM;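 active = inhibition above the mean over all tested compounds plus 3 SD, cut at about 30% in these data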;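 also: inhibitors block probe labeling of enzyme so polarization drops; 0% = enzyme with DMSO and 100% = wells lacking PAFAH2 protein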
LYPLA1 inh: LYPLA1 inhibitors, primary screen, counter-screen for PME1 inhibitor project, biochemical, fluorescence polarization, FP-Rh probe ABPP; recombinant LYPLA1; inhibition, % at 5.9 µM; 320,000 tested, 0.16% active; AID 2174, 2009;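 active = inhibition above the mean of all tested compounds plus 3 SD, set per campaign, cut at about 14% in these data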;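 also: inhibitors block serine hydrolase probe labeling of LYPLA1 so polarization falls; 0% = enzyme with DMSO and 100% = wells lacking LYPLA1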
An asterisk follows results filed as active; / = no result given. The list is partial; count on the stated rates, not on these rows.

SMILES	EBNA-1 inhibitor	LYPLA2 counter	PREPL inh	PAFAH1B3 inh	ZTA counter	pPAFAH FP inh	PAFAH1B2 FP inh	PAFAH2 FP inh	LYPLA1 inh
O=S1(=O)N=C(Oc2ccccc2)c2ccccc21	10	1	1	3	-2	4	9	-2	0
O=C(Nc1cccnc1)c1scc2c1OCCO2	12	-1	3	-4	15	3	2	-3	2
COC(=O)Nc1nnc(-c2ccc(OC)cc2)s1	0	-5	-1	2	-2	1	1	-4	-2
C=CCn1c(CNC(=O)c2ccccc2C)nnc1SCC(=O)NC1CCCC1	7	4	7	0	-19	2	0	-10	0
Cc1c(C(=O)NC2CCCCC2)oc2ccccc12	-12	1	12	1	-20	2	1	1	0
O=c1[nH]c2ccccc2c(=O)n1Cc1ccccc1	-8	-2	-4	-3	6	5	-2	0	-3
Fc1ccc(N2CCN(c3nnnn3-c3ccccc3)CC2)cc1	9	-1	9	7	1	1	2	-8	1
C(=N\n1cnnc1)/c1ccc(N2CCOCC2)cc1	-8	5	10	3	-10	-1	3	2	-1
Cc1ccc(NC(=O)c2cccc(OC(F)F)c2)c(OC(F)F)c1	-7	1	-7	-5	-10	4	0	3	-3
CCc1cc(C(=O)OC)c(NC(=O)CN2CCN(C(=O)c3ccco3)CC2)s1	-1	6	10	0	5	12	-5	0	5
COc1ccc(-n2c(C)nc3c(cnn3-c3ccccc3)c2=O)cc1	3	4	9	6	-12	5	5	-4	4
CC(C)(C)NC(=O)c1cccc(NC(=O)c2ccc3c(c2)C(=O)N(C(C)(C)C)C3=O)c1	-15	-3	-3	-7	2	-8	-2	-1	-6
O=C(Nc1ccccc1)c1ccc(NC(=O)C2CC2)cc1	11	4	7	15	-1	-1	0	-1	1
CCn1c(C)c(C(C)=O)c(NCc2ccccc2)nc1=S	-6	0	42	3	8	26*	15	4	-2
O=C(c1ccco1)N1CCN(C(=O)C2CCN(S(=O)(=O)Cc3ccccc3)CC2)CC1	1	9	16	4	-16	1	-2	0	5
O=C(NCc1cccs1)c1cccc(N2CCCC2=O)c1	-8	-6	-1	11	2	-3	2	-6	-2
Cc1ccc(CNC(=O)C2CCN(S(=O)(=O)c3c(C)noc3/C=C/N(C)C)CC2)cc1	-7	0	15	4	0	9	-6	-1	-3
Cc1c(NC(=O)C(c2ccccc2)c2ccccc2)cccc1C(=O)O	-18	1	7	2	5	1	5	2	-2
CCOC(=O)C(/C=C(\C#N)C(=O)OCC)=C(/N)N1CCN(c2ccccc2)CC1	-23	-3	19	0	5	-2	-2	-5	0
Cn1nnnc1SCCNC(=O)C1CCC(=O)N(CCc2ccccc2)C1 (stereo not given)	-4	7	3	9	-3	1	2	2	5
COc1ccc([N+](=O)[O-])cc1NS(=O)(=O)c1ccccc1	-3	2	-2	-1	2	1	3	4	4
CCOC(=O)c1cc(S(=O)(=O)NCc2ccc3c(c2)OCO3)cn1C	-1	8	35	10	-14	0	10	4	0
Cn1ncc(Cl)c1C(=O)Nc1ccncc1	2	1	0	-3	1	-5	-1	-1	2
CCC(=O)NC(c1ccccc1Cl)c1c(O)ccc2ccccc12 (stereo not given)	-1	10	17	7	-6	-8	4	10	3
N#Cc1c(N)nc2c(c1N)CC(=O)N2c1ccccc1-c1ccccc1	-8	1	-3	11	-4	0	3	-2	2
COc1cc(/C=N/Nc2ccc(Cl)c(C(=O)O)c2)ccc1OCC(=O)N1C(C)CCCC1C (stereo not given)	0	8	17	2	-1	4	4	-8	3
CC(=O)Nc1ccc(C(=O)CSc2nnc(Cc3ccccc3)o2)cc1	0	5	1	6	-5	-1	3	0	-3
Cc1ccc(CN(C)C(=O)CCc2c[nH]c3ccccc23)o1	0	3	-4	5	14	3	6	7	0
CCn1cc(Br)c(C(=O)NN)n1	-7	-9	12	1	8	-6	0	-3	1
COc1cc(/C=C/C(=O)OCC(=O)NCc2cccs2)ccc1OC(F)F	-8	0	-3	3	7	6	-1	33*	-6
CC(C)(C)NC(=O)NC(=O)COC(=O)Cc1ccc(Cl)cc1Cl	-7	4	-4	5	15	1	9	-3	0
C[n+]1ccccc1N1CCN(c2ccccc2Cl)CC1	-1	2	14	10	-15	5	3	0	1
O=C1NC[C@H](c2ccccc2)OC(=O)[C@H](Cc2ccc(F)cc2)CC/C=C/C[C@@H]1CC(=O)N(CCO)Cc1ccccc1	/	/	30	11	/	-2	0	-4	/
CCOCc1[nH]c(=S)[nH]c(=O)c1Cc1ccc(OCC(C)C)cc1	8	-7	-24	/	5	8	/	/	-4
CCO[C@H]1OC(C(=O)NCc2nc3ccccc3[nH]2)=C[C@@H](C2CCCCC2)[C@@H]1CCCO	-1	-5	-2	6	-1	5	3	1	-1
CCCc1nnc(NC(=O)CCC(=O)Nc2ccc(Br)cc2)s1	20	2	5	0	15	4	0	2	1
COc1cccc(NC(=O)CCN2CCN(c3ccccc3F)CC2)c1	7	5	15	6	4	3	1	-4	0
O=C(N/N=C/c1ccco1)c1cccc([N+](=O)[O-])c1	-6	0	4	6	-7	-1	2	-5	2
Cc1ccccc1C(=O)Nc1ccc2c(c1)CCCN2C(=O)c1cccs1	5	0	4	1	-1	-3	1	-4	1
Cc1cccc(NC(=O)CN(C)S(=O)(=O)c2ccc(-c3ccc(=O)[nH]n3)s2)c1C	1	0	-9	9	-13	18	0	1	-2

One compound at a time, as listed above. Values in the order: EBNA-1 inhibitor | LYPLA2 counter | PREPL inh | PAFAH1B3 inh | ZTA counter | pPAFAH FP inh | PAFAH1B2 FP inh | PAFAH2 FP inh | LYPLA1 inh
Entry for CCCc1nnc(NC(=O)CCC(=O)Nc2ccc(Br)cc2)s1 : 20 | 2 | 5 | 0 | 15 | 4 | 0 | 2 | 1
Entry for Cc1cccc(NC(=O)CN(C)S(=O)(=O)c2ccc(-c3ccc(=O)[nH]n3)s2)c1C : 1 | 0 | -9 | 9 | -13 | 18 | 0 | 1 | -2
Entry for Cc1ccccc1C(=O)Nc1ccc2c(c1)CCCN2C(=O)c1cccs1 : 5 | 0 | 4 | 1 | -1 | -3 | 1 | -4 | 1
Entry for COc1cccc(NC(=O)CCN2CCN(c3ccccc3F)CC2)c1 : 7 | 5 | 15 | 6 | 4 | 3 | 1 | -4 | 0
Entry for CC(C)(C)NC(=O)NC(=O)COC(=O)Cc1ccc(Cl)cc1Cl : -7 | 4 | -4 | 5 | 15 | 1 | 9 | -3 | 0

6 of the entries above in order of their number in PAFAH1B2 FP inh, high to low.
canonical_smiles | PAFAH1B2 FP inh
CCn1c(C)c(C(C)=O)c(NCc2ccccc2)nc1=S | 15
CCO[C@H]1OC(C(=O)NCc2nc3ccccc3[nH]2)=C[C@@H](C2CCCCC2)[C@@H]1CCCO | 3
O=C(N/N=C/c1ccco1)c1cccc([N+](=O)[O-])c1 | 2
COC(=O)Nc1nnc(-c2ccc(OC)cc2)s1 | 1
O=C1NC[C@H](c2ccccc2)OC(=O)[C@H](Cc2ccc(F)cc2)CC/C=C/C[C@@H]1CC(=O)N(CCO)Cc1ccccc1 | 0
O=c1[nH]c2ccccc2c(=O)n1Cc1ccccc1 | -2

Further entries
SMILES	EBNA-1 inhibitor	LYPLA2 counter	PREPL inh	PAFAH1B3 inh	ZTA counter	pPAFAH FP inh	PAFAH1B2 FP inh	PAFAH2 FP inh	LYPLA1 inh
COc1cc(O)c(C(CC(=O)N2CCCCC2)c2cc(OC)c(OC)c(OC)c2)c(OC)c1 (stereo not given)	0	-3	1	2	7	4	2	-7	-2
CC1(C)CC(=O)C=C(c2ccc(Cl)c(C(F)(F)F)c2)C1	/	0	-10	17	-13	2	5	-5	0
Cc1ccc(NC(=O)CCC(=O)OC(C(=O)c2ccc(C)c(C)c2)c2ccccc2)c(C)c1 (stereo not given)	9	3	-2	3	-8	3	1	4	-2
CC(C)c1nnc(NC(=O)COc2ccc3c(c2)OCO3)s1	4	6	7	2	10	5	-14	8	8
COc1ccc(-n2c(C)cc3cc(OC(C)=O)ccc32)cc1	-6	-1	4	1	2	5	-1	5	-2
COc1ccc(S(=O)(=O)Nc2ccccc2C(=O)NCc2ccco2)cc1	8	2	-3	-4	11	2	1	5	2
C[n+]1cccc(C2C(C#N)=C(N)Oc3c2ccc2ccccc32)c1 (stereo not given)	-6	5	25	4	-21	2	9	6	6
COc1ccc(OCC(=O)N2CCC(Cc3ccccc3)CC2)cc1	-2	4	7	8	-14	12	2	-6	7
COc1ccccc1CC(=O)Nc1ccc(F)cc1F	0	-1	-6	10	-8	3	11	-6	0
O=C(CSc1nnnn1-c1ccc(F)cc1)c1ccc(O)c(O)c1	-4	1	5	4	-1	31*	9	19	-11
CCN(CC)c1ccc(NC2=C(Cl)C(=O)c3ccccc3C2=O)cc1	6	1	15	26*	2	10	6	28	-3
Cc1ccc(OCC(=O)c2c(O)c3ccccc3oc2=O)cc1C	-1	-4	0	4	-6	4	8	1	-3
COC(=O)c1c[nH]n2c(=O)cc(CCl)nc12	1	12	-7	12	9	0	-2	1	6
O=C(CSc1nnc(CNC(=O)c2ccccc2F)o1)Nc1ccc2c(c1)OCO2	3	0	9	6	-17	3	1	-1	-1
O=C(NC1CCCCCCC1)c1ccc(Br)o1	-6	6	1	3	4	3	4	5	-1
CCOC(=O)c1nc2cc3n(c(C)c-2c1C)C(C)C(C)=C3C (stereo not given)	5	-6	17	3	0	0	4	9	0
Cc1ccccc1Cc1n[nH]c(=S)n1N	6	2	-7	6	-2	-2	6	9	1
CC(=O)Nc1ccc(/C=C/c2ccc3cccc([N+](=O)[O-])c3n2)cc1	1	1	4	8	1	15	3	-4	3
CCCCN(C(=O)CSc1nnc(Nc2ccccc2)s1)c1c(N)n(CCC)c(=O)[nH]c1=O	-13	-11	8	6	-4	8	14	4	-4
Cc1cccc(OCC(=O)NNC(=O)c2cc(S(=O)(=O)N(C)C)ccc2N2CCCC2)c1	/	11	10	5	25	1	0	-3	1
O=C(C1=C[C@H](c2coc3ccccc3c2=O)C[C@H](OCCCCO)O1)N1CCN(Cc2ccccc2)CC1	9	4	19	4	-6	2	8	1	-3

A second format for 5 compounds above:
smiles | EBNA-1 inhibitor | LYPLA2 counter | PREPL inh | PAFAH1B3 inh | ZTA counter | pPAFAH FP inh | PAFAH1B2 FP inh | PAFAH2 FP inh | LYPLA1 inh
Cc1ccc(OCC(=O)c2c(O)c3ccccc3oc2=O)cc1C | -1 | -4 | 0 | 4 | -6 | 4 | 8 | 1 | -3
COC(=O)c1c[nH]n2c(=O)cc(CCl)nc12 | 1 | 12 | -7 | 12 | 9 | 0 | -2 | 1 | 6
O=C(CSc1nnc(CNC(=O)c2ccccc2F)o1)Nc1ccc2c(c1)OCO2 | 3 | 0 | 9 | 6 | -17 | 3 | 1 | -1 | -1
O=C(NC1CCCCCCC1)c1ccc(Br)o1 | -6 | 6 | 1 | 3 | 4 | 3 | 4 | 5 | -1
CCOC(=O)c1nc2cc3n(c(C)c-2c1C)C(C)C(C)=C3C (stereo not given) | 5 | -6 | 17 | 3 | 0 | 0 | 4 | 9 | 0
